# HCMV inh: inhibitors of human cytomegalovirus. HFF cells, HCMV-luciferase reporter, 72 h; hits give low values. activity change, negative = inhibition, % at 57.5 µM. 410,000 tested, 4.5% active. AID 1259415; in the data active means activity change below about -60%; inconclusive means no clear call, values can overlap the other calls; inactive means above about -39%
#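 Inhibition of viral replication was scored as loss of reporter luminescence in HFFs infected with HCMV-luciferase (MOI 1 PFU/cell) for 72 h; compounds tested at 2 doses, normalized to buffer and Salinomycin controls.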
# HCV inh: inhibitors of hepatitis C virus infection; 340,000 tested, 3.4% active; Huh7.5.1 HCVcc-Cre infection, luciferase reporter, 44 h; AID 651820; Potency, µM (doses to about 41.8 µM), inactives show at the top dose activity change, negative = inhibition, usual class: inhibitors; further: potency means the concentration at half of the fitted maximal effect
#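 Cells (1,000/well) were plated 4 h before compound, then infected with HCVcc-Cre virus (~0.5 moi). After 44 h further culture, infection was read as luciferase luminescence following a 15 min substrate incubation at room temperature.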
# FBPA Giardia inh: blocks Giardia fructose-bisphosphate aldolase activity; purified Giardia FBPA; Potency, µM (titrated, usually from 59.6 µM), inactives show at the top dose activity, negative = inhibition, usual class: inhibitors; 290,000 tested, 0.71% active; AID 2451; further: potency means the concentration at half of the fitted maximal effect; nearly all actives have a fitted effect of over 55% in size
# Target sequence (A8B2U2 whole entry, looked up): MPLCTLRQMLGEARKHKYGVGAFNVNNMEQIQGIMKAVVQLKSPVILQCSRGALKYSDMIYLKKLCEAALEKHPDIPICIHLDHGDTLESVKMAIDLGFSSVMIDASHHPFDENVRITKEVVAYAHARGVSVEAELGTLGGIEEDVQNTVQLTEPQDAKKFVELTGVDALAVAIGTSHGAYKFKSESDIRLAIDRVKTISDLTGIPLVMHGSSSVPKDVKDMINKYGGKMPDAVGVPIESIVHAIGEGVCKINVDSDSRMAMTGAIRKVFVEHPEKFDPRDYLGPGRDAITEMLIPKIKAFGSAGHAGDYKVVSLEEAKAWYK
#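 Giardia FBPA (40 nM reagent) was preincubated 10 min at RT with compound (up to 57.5 uM final), then substrate plus GAPDH/TPI/NAD/arsenate coupling system with diaphorase/resazurin was added; resorufin fluorescence (525/598 nm) was read after 20 min.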
# Sm TGR block: blocks Schistosoma mansoni thioredoxin glutathione reductase; Q962Y6; purified TGR, DTNB reduction, TNB absorbance 405 nm; Potency, µM (top dose mostly 114 µM), for the others: at the top dose activity change, negative = inhibition, hits mostly inhibitors; 360,000 tested, 3% active; AID 485364; further: potency means the concentration at half of the fitted maximal effect; nearly all actives have a fitted effect of over 60% in size
#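 Kinetic colorimetric format: TGR-catalysed, NADPH-driven DTNB reduction monitored via TNB absorbance. Enzyme dispensed at 20 nM; compound exposure 15 min at room temperature before reaction start.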
# AmpC inh detg: blocks E. coli AmpC beta-lactamase in detergent assay. P00811. AmpC hydrolysis of nitrocefin, absorbance 480 nm, 0.01% Triton. Potency, µM (top dose mostly 114 µM), for inactives: top-dose activity change, negative = inhibition, actives largely listed as inhibitors. 370,000 tested, 0.041% active. AID 485294;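 further: potency means the concentration at half of the fitted maximal effect; 0% = no-compound wells and -100% = no-enzyme wells; nearly all actives have a fitted effect of over 25% in size; some results filed as inactive show a strong effect at the top dose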
# Target sequence (P00811 whole entry, looked up): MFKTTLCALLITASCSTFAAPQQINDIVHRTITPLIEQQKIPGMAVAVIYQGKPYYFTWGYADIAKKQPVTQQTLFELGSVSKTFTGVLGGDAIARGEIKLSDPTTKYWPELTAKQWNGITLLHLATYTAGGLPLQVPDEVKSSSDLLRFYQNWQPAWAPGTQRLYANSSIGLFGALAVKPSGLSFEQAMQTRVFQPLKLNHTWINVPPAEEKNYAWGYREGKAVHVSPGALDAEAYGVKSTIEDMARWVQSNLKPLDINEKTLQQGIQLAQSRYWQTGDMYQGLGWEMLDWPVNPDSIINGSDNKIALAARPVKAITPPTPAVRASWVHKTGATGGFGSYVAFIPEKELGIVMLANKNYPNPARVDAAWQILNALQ
#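 AmpC (5.3 nM in the dispensed reagent) in 20 mM phosphate pH 7.0 with 0.01% (detergent screen) or 0.0001% Triton X-100 was preincubated with compounds for 15 min at room temperature. Nitrocefin was then added from an 800 uM solution, and hydrolysis was followed at 480 nm.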
# AMA1-RON2 inh: disrupts binding of P. falciparum AMA1 to RON2; AlphaScreen AMA1-biotinylated RON2 peptide binding; Potency, µM (doses to about 58.2 µM), without a hit: top-dose activity change, negative = inhibition, usual class: inhibitors; 360,000 tested, 0.2% active;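 further: potency means the concentration at half of the fitted maximal effect; 0% = vehicle wells and -100% = peptide control; nearly all actives have a fitted effect of over 45% in size; some results filed as inactive show a strong effect at the top dose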
#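 AMA1 (3D7) with his tag at 25 nM final met compounds first, then biotinylated RON2 peptide at 25 nM; detection used donor plus acceptor beads, 10 µg/mL apiece, read by AlphaScreen after 30 min at room temperature.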
# Active calls of the source: *; ? = inconclusive; / = no result given; & = joins results of further samples; [ ] = dose if it differs, or a comment. Unless noted, the call rests on the fitted dose curve; in most records, active means well fitted curve in the direction sought with a large enough effect; inconclusive means small, poorly fitted or top-dose-only effect, or another doubt; inactive means no such curve, though single readings can be large; an effect the other way counts as inactive or inconclusive. Unless noted, on the % scale 0 is the no-effect control and ±100 the full control effect.
# Field names: A = HCMV inh; B = HCV inh; C = FBPA Giardia inh; D = Sm TGR block; E = AmpC inh detg; F = AMA1-RON2 inh
Cc1ccc(NC(=O)CC2Sc3ccc(C(F)(F)F)cc3NC2=O)cc1 (stereo not given)
  A: -6	B: /	C: /	D: 1%	E: 11%	F: /

Cc1ccc(C(=O)CCC(=O)N2CCC(C(N)=O)CC2)cc1
  A: 6	B: -10%	C: 0%	D: -10%	E: -10%	F: 5%

CN1C(CC(=O)Nc2ccc(Br)cc2)c2ccccc2CC1(C)C (stereo not given)
  A: ?	B: ?	C: -13%	D: 19%	E: -5%	F: -1%

Cc1nn(-c2ccc(N3CCCCC3)nn2)c(C)c1CCC(=O)Nc1ccccc1F
  A: 0	B: -17%	C: /	D: ?	E: -4%	F: -16%

COc1ccc(C)cc1S(=O)(=O)NNc1nc(C)cc(C)n1
  A: 13	B: -11%	C: /	D: /	E: /	F: 46%[activator]

CCOC(=O)C1CCCN(C(=O)c2ccc3nc(-c4ccc(OC)c(OC)c4)c(-c4ccc(OC)c(OC)c4)nc3c2)C1 (stereo not given)
  A: -6	B: 2%	C: /	D: 0%	E: -2%	F: 28%

CC(=O)Cn1cnc2c(cnn2-c2ccc(C)c(C)c2)c1=O
  A: 80	B: 9%	C: -6%	D: 0%	E: 2%	F: -10%

COc1cccc(-c2nc(-c3ccccn3)no2)c1OC
  A: 126	B: ?	C: -2%	D: 5%	E: -9%	F: 17%

Cc1cc2oc(C(=O)NCc3ccccc3)cc(=O)c2cc1C
  A: -11	B: -21%	C: -5%	D: 0%	E: 7%	F: 18%

Oc1csc(Cc2nc(-c3ccc(Br)cc3)cs2)n1
  A: 60	B: ?	C: -5%	D: -1%	E: 0%	F: -1%

Cc1nc(C)c(-c2csc(Nc3ccc(C(=O)O)c(O)c3)n2)s1
  A: 19	B: 1%	C: -18%	D: -16%	E: 0%	F: 10%

Cn1c(=O)c2c(nc(N3CCCCCC3)n2CC(O)COc2ccc(Cl)cc2)n(C)c1=O (stereo not given)
  A: 17	B: ?	C: 13%	D: 0%	E: -9%	F: 0%

CCCNC(=O)NC(=O)COc1c(F)c(F)cc(F)c1F
  A: 31	B: -11%	C: 4%	D: 20%	E: 3%	F: 6%

Cc1cccc(C)c1NC(=O)c1c(O)c2ccccc2[nH]c1=O
  A: 1	B: ?	C: -21%	D: -4%	E: 2%	F: 14%

COc1c(/C=N/Nc2ccc([N+](=O)[O-])cc2[N+](=O)[O-])c(C)nn1-c1ccccc1
  A: -16	B: 2%	C: -3%	D: 9%	E: -9%	F: -14%

COc1ccc(C2CC(=O)C3=C(C2)Nc2ncnn2C3c2ccccc2)cc1 (stereo not given)
  A: -13	B: 5%	C: 1%	D: -3%	E: 2%	F: -1%

CN(C(=O)c1ccccc1Cl)c1ccccc1C(=O)NCCc1ccccc1
  A: -1	B: 27%	C: 15%	D: -4%	E: ?	F: 21%

COCc1c(C(=O)OCC(=O)c2c(N)n(CC(C)C)c(=O)n(C)c2=O)oc2ccccc12
  A: -8	B: ?	C: 2%	D: 6%	E: 5%	F: -3%

C[C@H]1CCC/C=C/[C@@H]2C[C@H](O)C[C@H]2[C@H](O)/C=C/C(=O)O1
  A: -98*	B: 0.56µM*	C: 5%	D: ?	E: -10%&-9%	F: -4%&0%

COc1ccc(-n2nc3c(c2NC(=O)COc2ccccc2)CS(=O)C3)cc1 (stereo not given)
  A: -21	B: 2%	C: /	D: -26%	E: -6%	F: -5%

CCOC(=O)c1nn(-c2ccc(C)c(C)c2)c(=O)c2c(N)scc12
  A: -21	B: 6.3µM*	C: ?	D: 0%	E: 1%	F: -15%

COc1cc(-c2n[nH]c(=O)o2)cc(OC)c1OC
  A: 19	B: -5%	C: 0%	D: 0%	E: -2%	F: -3%

O=C(CS(=O)(=O)c1ccc(F)cc1)Nc1nccs1
  A: -29	B: 3%[8.37 µM]	C: /	D: 1%	E: ?	F: 79%[activator]

CN(c1ccccc1)S(=O)(=O)c1cccc(NC(=O)COC(=O)C2CCCCC2)c1
  A: 20	B: -2%	C: -9%	D: -31%	E: -2%	F: 0%

Cc1ccc(/C=N/NC(=O)c2cccc(S(=O)(=O)Nc3ccccc3Cl)c2)o1
  A: -17	B: 38%[activator]	C: -8%	D: -22%	E: -15%	F: 27%

COc1cc2c(cc1OC)C(COc1ccc3c(C)cc(=O)oc3c1)N(C(=O)c1ccc(C)c(C)c1)CC2 (stereo not given)
  A: 4	B: /	C: /	D: 7%	E: 4%	F: /

COc1ccc(NS(=O)(=O)c2cccc(NC(=O)c3ccc(Cl)nc3)c2)cc1
  A: -89*	B: 2.8µM*	C: -12%	D: 17%	E: -12%	F: 1%

Cc1nnc(SCC2=C(C(=O)O)N3C(=O)C(NC(=O)COc4ccc(F)cc4)C3SC2)s1 (stereo not given)
  A: 7	B: 40%[activator]	C: /	D: 14µM*	E: -6%	F: 7%

CCOC(=O)C1=C(C)Nc2ccccc2N/C1=N\S(=O)(=O)c1cccc(Cl)c1
  A: 0	B: 5%	C: /	D: -2%	E: -4%	F: 12%

Cc1ccc(NC(=O)NCc2ccc3c(c2)OCO3)cc1
  A: 47	B: 6%	C: 2%	D: -5%	E: 4%	F: 10%

Cc1cc(Cl)ccc1OCC(=O)Nc1cccc(S(=O)(=O)N2CCCC2)c1
  A: ?	B: 7.9µM*	C: /	D: -5%	E: -4%	F: -6%

CC(C)c1cccc(C(C)C)c1NC(=O)CN1CCCC1
  A: ?	B: 5%	C: 0%	D: 2%	E: -12%	F: -1%

O=C(OCc1cccc([N+](=O)[O-])c1)c1cccnc1
  A: -16	B: 4%	C: 18%	D: /	E: 0%	F: -14%

O=C(COCc1cc(-c2ccco2)on1)Nc1ccc(OC(F)(F)F)cc1
  A: 0	B: /	C: /	D: 5%	E: -10%	F: /

Cn1c(NCc2ccccc2)nc2c1c(=O)n(Cc1ccccc1)c(=O)n2C
  A: -2	B: -22%	C: 0%	D: 7%	E: -9%	F: -17%

O=C1C/C(=C\c2c(F)cccc2Cl)N2CCC1CC2
  A: -22	B: -1%	C: 0%	D: 12%	E: 4%	F: -5%

CC1CCCC(NC(=O)CSc2ccc(F)cc2)C1C (stereo not given)
  A: 12	B: 11%	C: 3%	D: 2%	E: 1%	F: -3%

COc1ccc(N2CC(C(=O)OCC(=O)c3ccccc3)CC2=O)cc1 (stereo not given)
  A: 16	B: 14%	C: 10%	D: -29%	E: ?	F: 13%

Cc1cccc2sc(NC(=O)c3cccn(Cc4ccccc4)c3=O)nc12
  A: -9	B: /	C: /	D: 5%	E: -6%	F: /

N#CC1(c2ccccc2)CCCN1C(=O)c1ccc(Br)cc1 (stereo not given)
  A: -19	B: 7%	C: 4%	D: -9%	E: -8%	F: -4%

Cc1cc(NC(=O)CSc2nnc(C)n2C)no1
  A: 32	B: 21%	C: /	D: -5%	E: 2%	F: -1%

CCOC(=O)C1(Cc2cccc(Cl)c2)CCCN(C(=O)c2cnn(CC)c2)C1 (stereo not given)
  A: 29	B: /	C: 5%	D: 2%	E: 2%	F: -5%

Cc1c(Cl)c([N+](=O)[O-])nn1Cc1ccc(C(=O)N/N=C\c2cc(Cl)ccc2O)o1
  A: -94*	B: 13µM*	C: 14%	D: -13%	E: -6%	F: 54%[activator]

CCCCC(=O)Nc1ccc(C)c(O)c1
  A: -28	B: -4%	C: 0%	D: 6%	E: ?	F: -10%

COc1ccc(N(CC(=O)Nc2cc(Cl)ccc2OC)S(=O)(=O)c2c(C)[nH]c(=O)[nH]c2=O)cc1
  A: 25	B: -3%	C: 6%	D: -11%	E: 0%	F: -4%

Cc1ccc(S(=O)(=O)/N=C(\CCl)N2CCOCC2)cc1
  A: 22	B: 10µM*	C: 0%	D: 0%	E: ?	F: 3%

CCN(CC)c1nc2ccccc2nc1-n1nc(C)cc1C
  A: 19	B: 13%	C: 2%	D: -1%	E: 0%	F: 13%

COc1ccc(C(C#N)N2CCC(c3ccccc3)=N2)cc1OC (stereo not given)
  A: ?	B: 12%	C: -2%	D: /	E: -13%	F: 2%

O=C(Nc1nnc(C2=COCCO2)o1)c1cccc(C(F)(F)F)c1
  A: -5	B: -24%	C: /	D: -8%	E: 7%	F: 42%[activator]

Cc1ccc(-c2nnn(CC(=O)N(c3ccccc3F)C(CC(C)C)C(=O)NCC3CCCO3)n2)cc1 (stereo not given)
  A: -23	B: 3%	C: -5%	D: 4%	E: -12%	F: -10%

Cc1cc(C(=O)Nc2c(F)c(F)c(F)c(F)c2F)n(-c2ccccc2)n1
  A: -11	B: ?	C: 0%	D: 1%	E: -12%	F: 0%

CN1CCN(S(=O)(=O)c2ccc3c(c2)C(C)(C)C(=O)N3C)CC1
  A: 45	B: 17%	C: -14%	D: 67%[activator]	E: -2%	F: 3%

CCOC(=O)Cn1nc(-c2ccc(F)cc2)cc(Cc2ccccc2)c1=O
  A: /	B: ?	C: 5%	D: 7%	E: 5%	F: 5%

COc1cccc(NC(=O)C2CCN(S(=O)(=O)c3ccc4c(c3)NC(=O)CO4)CC2)c1
  A: 0	B: 7%	C: /	D: -8%	E: -2%	F: 4%

O=C(Oc1ccc(F)cc1)c1ccc2c(=O)n3c(nc2c1)CCC3
  A: -8	B: 7%	C: /	D: 0%	E: -15%	F: -2%

COc1ccccc1CNC(=O)CCc1c(C)nn(-c2ccc(N3CCCC3)nn2)c1C
  A: ?	B: /	C: /	D: 0%	E: 18%	F: /

COc1ccc(CCNC(=O)Cn2nnc(C(=O)Nc3cc(C)ccc3C)c2N)cc1OC
  A: -39	B: ?	C: /	D: -10%	E: -8%	F: -8%

CC(OC(=O)c1ccccc1C(=O)N(C)C1CCCCC1)C(=O)NC1(C#N)CCCCC1 (stereo not given)
  A: -20	B: 12%	C: /	D: 2%	E: -4%	F: -1%

CCOC(=O)CC(NS(=O)(=O)c1ccc(OC)c(C)c1)c1cccc([N+](=O)[O-])c1 (stereo not given)
  A: ?	B: -15%	C: -4%	D: 0%	E: -8%	F: 19%

CCN(CC)c1ccc(C(=O)NNC(=O)CCNC(=O)c2ccccc2)cc1
  A: -16	B: -8%	C: /	D: 2%	E: ?	F: -11%

# For convenience, part of the list above:
# Field names: A = HCMV inh; B = HCV inh; C = FBPA Giardia inh; D = Sm TGR block; E = AmpC inh detg; F = AMA1-RON2 inh
COc1ccc(CCNC(=O)Cn2nnc(C(=O)Nc3cc(C)ccc3C)c2N)cc1OC
  A: -39	B: ?	C: /	D: -10%	E: -8%	F: -8%

CC(OC(=O)c1ccccc1C(=O)N(C)C1CCCCC1)C(=O)NC1(C#N)CCCCC1 (stereo not given)
  A: -20	B: 12%	C: /	D: 2%	E: -4%	F: -1%

# (list continues)
# Field names: A = HCMV inh; B = HCV inh; C = FBPA Giardia inh; D = Sm TGR block; E = AmpC inh detg; F = AMA1-RON2 inh
O=c1c2ccccc2ncn1-c1cccc(Cl)c1
  A: 3	B: -9%	C: 2%	D: 0%	E: -15%	F: -5%

COc1ccc(CNC(=O)CS(=O)(=O)Cc2nc(-c3ccc(OC)cc3)oc2C)cc1
  A: ?	B: -4%	C: -11%	D: ?	E: ?	F: 2%

O=c1c2ccccc2nc(-c2ccccc2)n1Cc1ccc(Cl)cc1
  A: -1	B: -6%	C: 4%	D: -17%	E: ?	F: -2%

CCN(CC)CC#CCC(O)(c1ccccc1)c1ccccc1
  A: -2	B: ?	C: 4%	D: -16%[57.1 µM]	E: 0%	F: -3%

# Source: PubChem
